# Source: PubChem BioAssay
# Platelet DG rel: inhibitors of platelet dense granule secretion, primary screen, cell-based, MLPCN, human platelets; 0.22% of 300,000 active; AID 1663, 2009; inhibition, %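 (compounds screened at 7.5 µM in platelet-rich plasma)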; human platelet-rich plasma, SFLLRN dense granule ATP release, luminescence;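 active means mean replicate score, as percent of positive control, at or above 50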
# SKKanGAS inh: S. pyogenes SKKanGAS growth inhibitors in kanamycin, primary screen, streptokinase expression inhibitor project, SKKanGAS strain, BacTiter-Glo luminescence; 6 h; inhibition, % at 7.5 µM; 1.3% of 300,000 active;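 active means mean replicate score, as percent of positive control median, at least 50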;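 further: strain carries kanamycin resistance gene driven by streptokinase promoter and grows in 40 µg/ml kanamycin; loss of luminescence reflects streptokinase promoter inhibition or plain growth inhibition; 0% = median of DMSO wells and 100% = positive control at its reference dose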
# HSF-1 act: HSF-1 activators, primary screen, NIH3T3-HGL cells, MG132 stress, luminescence, single point; NIH3T3-HGL HSF-1 luciferase reporter, 8 h; 100% = twice DMSO control signal; activation, % at 9 µM; 1.7% of 300,000 active;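 active means mean replicate activation of at least 50% with a set share of replicates each reaching 50%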;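 further: 0% = median of the neutral control wells and 100% = twice that signal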
# KLF5 inh: KLF5 expression inhibitors, primary screen, DLD-1 cells, luminescence; DLD-1 KLF5 promoter-luciferase reporter; inhibition, % at 5 µM; 0.23% of 290,000 active; AID 1700, 2009;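 active means inhibition above a per-plate limit of that plate's mean compound inhibition plus 3 SD, cut at about 60% in these data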;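 further: 0% = DMSO wells and 100% = LY294002 at 200 µM; higher means less KLF5 promoter-driven luciferase light; inactives centre near -14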
# HSF1 inhib: HSF1 inhibitors in luciferase reporter cells, primary screen, cell-based, NIH3T3, luminescence; NIH3T3-HGL HSE-luciferase, MG132-induced, luminescence 8 h; hits give low values; activity change, negative = inhibition, % at 7.5 µM (by protocol); 0.77% of 300,000 active; AID 2098, 2009;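 active means more than half of replicate wells show activity change below -50%, luminescence cut by over half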;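 further: luciferase reports HSF-1 transcriptional activity via heat shock element; 0% = median of DMSO wells and -100% = zero luminescence signal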
# aSyn UTR inh: MLPCN primary screen, SNCA 5' untranslated region. inhibition, % (tested at 7.5 µM). 0.82% of 300,000 active. alpha-synuclein 5'UTR reporter, inhibitor activity; in the data active means inhibition above about 60%;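 further: H4 neuroglioblastoma cells stably carrying SNCA 5'UTR luciferase fusion; 0% = DMSO wells and 100% = positive control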
# HIF activator: HIF pathway transcriptional activators, primary screen, cell-based, U2OS HRE-luciferase, luminescence; activation, % at 7.5 µM (by protocol); AID 1910, 2009; U2OS HRE-luciferase reporter; normalized: DMSO 0%, desferrioxamine 100%; 0.32% of 300,000 active;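 active means mean activation of at least 10% of the iron chelator positive control signal, with at least half of replicates also reaching 10%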
# HSP90 refold inh: HSP90 inhibitors, primary screen, cell lysate, luminescence; 0.91% of 290,000 active; inhibition, % at 5.6 µM; Rabbit reticulocyte lysate, luciferase refolding luminescence, 3 h;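 active means inhibition above the screen-wide mean plus 3 SD, computed separately per campaign, cut at about 16% in these data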;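 further: 0% = DMSO wells and 100% = 60 µM geldanamycin wells; inhibitors lower the luminescence because luciferase stays unfolded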
# AI-2 QS modul: Vibrio harveyi AI-2 quorum sensing modulators, primary screen, JMH597 strain, luminescence/OD600 ratio; Vibrio harveyi JMH597 AI-2 luminescence/OD600 ratio, 9 h; hits give low values; strain lacks LuxN and CqsS sensors; 0 = neutral-control median; activity change, % at 7.5 µM; 0.4% of 300,000 active; in the data active means activity change below about -75%, passing the limit was not always enough;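 further: luminescence divided by OD600 gain over 9 h not by final OD600 alone; inactives centre near 13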
# IEC-6 tox: cytotoxicity in IEC-6 intestinal epithelial cells, primary screen, cytotoxicity control for KLF5 inhibitor project, cell-based, luminescence | IEC-6 cytotoxicity, luminescence viability | inhibition, % at 5 µM | 0.78% of 290,000 active; in the data active means inhibition above about 22%;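 further: 0% = plate median of test compound wells and 100% = cytotoxic reference compound wells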
# * marks the source's active call; other numbers are inactive results; · = not tested or not shown.
1. Cn1nc(C(F)(F)F)c(/C=N/OC(=O)c2ccccc2)c1Sc1ccc(Cl)cc1
2. Oc1nc(Nc2ccc(Cl)cc2Cl)sc1/C=C1\C=Nc2ccccc21
3. COc1ccccc1N(CCC#N)C(=O)CSc1ccc2c(c1)OCCO2
4. COc1ccc(NC(=O)c2ccsc2NC(C)=O)cc1
5. CCOC(=O)CSc1n[nH]c(NC(=O)c2ccc(F)cc2)n1
6. COC(=O)c1ccc(NC(=S)NC2CCc3ccccc32)cc1 (stereo not given)
7. COc1ccc(CCNc2cn[nH]c(=O)c2Cl)cc1OC
8. COc1ccc(-n2c(=O)c3ccccc3n(CC(=O)c3ccccc3)c2=O)cc1OC
screen / no.	1	2	3	4	5	6	7	8
SKKanGAS inh	15	115*	4	10	-6	14	-5	-1
aSyn UTR inh	37	-42	1	21	20	-5	21	17
IEC-6 tox	3	0	10	-2	2	-5	-1	5
HSF-1 act	-26	-25	9	-3	-5	-17	-6	2
HSP90 refold inh	5	4	3	3	1	-5	-2	2
KLF5 inh	1	10	-7	-6	-35	-13	-26	-18
HIF activator	-0.1	0.1	-0.3	-0.2	-0.2	0.1	-0.1	-0.3
Platelet DG rel	13	-1	5	3	11	-9	3	6
HSF1 inhib	-15	-15	-2	-3	-1	-9	-1	0
AI-2 QS modul	14	16	29	3	·	19	10	9

# Results in AI-2 QS modul and IEC-6 tox, for some of the entries so far:
item	Compound	AI-2 QS modul	IEC-6 tox
2	Oc1nc(Nc2ccc(Cl)cc2Cl)sc1/C=C1\C=Nc2ccccc21	16	0
3	COc1ccccc1N(CCC#N)C(=O)CSc1ccc2c(c1)OCCO2	29	10

# (more compounds)
9. CC1(c2cnc(Nc3ccccc3)s2)CCC(=O)O1 (stereo not given)
10. CCOc1ccc(Cn2ccnc2CCl)cc1[N+](=O)[O-]
11. CC(Oc1ccc(F)cc1Br)c1nc2ccccc2c(=O)[nH]1 (stereo not given)
12. N#C/C(=C/c1ccncc1)c1nc2ccccc2s1
13. COc1ccc(CNc2ncnc3c2[nH]c2cc(OC)c(OC)cc23)cc1
14. Cc1ccsc1C(=O)N1CCCC(CO)(Cc2ccccc2)C1 (stereo not given)
15. COc1ccc(N2CCN(C(=O)CCc3nnc4ccc(N5CCC(C)CC5)nn34)CC2)cc1
16. CCCn1c(SCC(=O)NC2CCCC2)nnc1-c1cccnc1
screen / no.	9	10	11	12	13	14	15	16
SKKanGAS inh	-2	0	-2	4	-4	0	-8	-2
aSyn UTR inh	-47	-12	-18	-89	-27	-46	-10	10
IEC-6 tox	-1	-1	-8	7	1	-3	3	2
HSF-1 act	-20	-16	65*	-9	5	7	2	-2
HSP90 refold inh	-3	3	-1	2	1	-4	1	4
KLF5 inh	-30	-16	-24	-9	-14	-18	-39	-12
HIF activator	0.1	-0.2	0.2	-0.2	0.1	1.4	-0.8	-0.4
Platelet DG rel	-3	25	-30	19	0	-4	10	-11
HSF1 inhib	4	-5	25	2	3	-4	-3	-4
AI-2 QS modul	-10	25	17	26	13	-5	4	26

17. Cc1nnc(SCC(=O)N(C2CCCCC2)C2CCS(=O)(=O)C2)n1N (stereo not given)
18. Cc1cc(C(=O)N/N=C/c2cccnc2)n[nH]1
19. Cc1ccc(S(=O)(=O)NN2C(=O)c3ccccc3NC2c2ccccc2F)cc1 (stereo not given)
20. O=[N+]([O-])/C(C(=C(Cl)Cl)N1CCOCC1)=C1\NCCO1
21. COC(=O)c1[nH]c2ccc(Br)cc2c1NC(=O)C(C)N1CCN(C2CCCCC2)CC1 (stereo not given)
22. Cc1nn(C(=O)N2CCCCC2)c(C)c1CN1C(=O)c2ccccc2C1=O
23. Cc1cccc(N2CCN(C(=O)Cc3ccccc3[N+](=O)[O-])CC2)c1C
24. C=CCNC(=O)COc1ccc(S(=O)(=O)NC2CCCCC2)cc1
screen / no.	17	18	19	20	21	22	23	24
SKKanGAS inh	-10	-15	2	-1	-4	-1	1	-2
aSyn UTR inh	5	-50	-23	17	26	24	-50	21
IEC-6 tox	·	2	-6	4	1	-4	10	-3
HSF-1 act	11	4	2	-11	-4	4	11	-16
HSP90 refold inh	·	1	0	2	-1	-2	-1	-1
KLF5 inh	·	-11	-11	-11	4	-13	-72	-3
HIF activator	-20	0.6	-0.4	-0.3	0.8	0.2	2.0	-0.1
Platelet DG rel	-7	13	1	4	0	-24	-3	6
HSF1 inhib	1	-2	9	-6	1	4	11	-5
AI-2 QS modul	28	2	9	48	5	-4	9	17

# Nos. 16–21 of the list above:
16. CCCn1c(SCC(=O)NC2CCCC2)nnc1-c1cccnc1
17. Cc1nnc(SCC(=O)N(C2CCCCC2)C2CCS(=O)(=O)C2)n1N (stereo not given)
18. Cc1cc(C(=O)N/N=C/c2cccnc2)n[nH]1
19. Cc1ccc(S(=O)(=O)NN2C(=O)c3ccccc3NC2c2ccccc2F)cc1 (stereo not given)
20. O=[N+]([O-])/C(C(=C(Cl)Cl)N1CCOCC1)=C1\NCCO1
21. COC(=O)c1[nH]c2ccc(Br)cc2c1NC(=O)C(C)N1CCN(C2CCCCC2)CC1 (stereo not given)
screen / no.	16	17	18	19	20	21
SKKanGAS inh	-2	-10	-15	2	-1	-4
aSyn UTR inh	10	5	-50	-23	17	26
IEC-6 tox	2	·	2	-6	4	1
HSF-1 act	-2	11	4	2	-11	-4
HSP90 refold inh	4	·	1	0	2	-1
KLF5 inh	-12	·	-11	-11	-11	4
HIF activator	-0.4	-20	0.6	-0.4	-0.3	0.8
Platelet DG rel	-11	-7	13	1	4	0
HSF1 inhib	-4	1	-2	9	-6	1
AI-2 QS modul	26	28	2	9	48	5

# (more compounds)
25. Cc1ccc(S(=O)(=O)Nc2c(C)cc(C)nc2Cl)cc1
26. O=S(=O)(c1cccc2nonc12)N1CCCCC1
27. O=C(NCc1ccc2c(c1)OCO2)C1CCN(c2ncccn2)CC1
28. CCc1ccc(OCC(=O)OCC(=O)c2c(N)n(C)c(=O)n(C)c2=O)cc1
29. Cc1cc2c(=O)n(C)c(SCC(=O)Nc3cccc(O)c3)nc2s1
30. O=C(Cn1c(=O)n(-c2ccccc2)c(=O)c2sccc21)NCc1ccccc1
31. Cc1ccc(C2CN(C)C3(C(=O)Nc4ccccc43)C23COc2ccccc2C3=O)cc1 (stereo not given)
32. CCOc1ccc(NC(=O)CN(C)C(=O)CCCc2c[nH]c3ccccc23)cc1OCC
screen / no.	25	26	27	28	29	30	31	32
SKKanGAS inh	-1	0	3	-2	-4	-3	-19	5
aSyn UTR inh	4	-1	-19	5	10	3	-26	5
IEC-6 tox	0	6	-4	4	5	-2	9	·
HSF-1 act	14	-9	-1	-16	-1	-22	24	18
HSP90 refold inh	0	0	4	-2	-2	-3	0	·
KLF5 inh	-8	-20	-38	19	-8	-9	9	·
HIF activator	-34	-0.5	-0.9	-0.2	0.1	0.3	0.2	-0.1
Platelet DG rel	-4	4	1	3	9	3	-26	-15
HSF1 inhib	4	-10	-11	-2	-4	-1	-2	7
AI-2 QS modul	40	24	6	12	9	-1	5	20

33. CC(C)CCNC(=O)COc1cccc2c1OC(C)(C)C2
34. O=C(CN1C(=O)c2ccccc2C1=O)OCCOCCN=C1NS(=O)(=O)c2ccccc21
35. O=C(COC(=O)c1ccc2ccccc2n1)c1ccccc1
36. Cc1ccc(NC(=O)CCNS(=O)(=O)c2ccccc2)c(C(=O)c2ccccc2)c1
37. COc1ccc(NC2=CC(=O)N(C)C2=O)cc1
38. COc1ccc(C2CC(c3ccccc3)=NN2c2ccc(S(N)(=O)=O)cc2)cc1OC (stereo not given)
39. CC1=CC(C)(C)Nc2ccccc21
40. NC(=O)CC(NC(=O)Cc1cccc2ccccc12)c1ccc(N2CCCCCC2)c([N+](=O)[O-])c1 (stereo not given)
screen / no.	33	34	35	36	37	38	39	40
SKKanGAS inh	-6	-15	2	25	-2	11	8	3
aSyn UTR inh	15	4	-18	28	-39	20	92*	-5
IEC-6 tox	-2	-3	-4	2	2	2	0	4
HSF-1 act	-8	-9	10	2	0	20	6	30
HSP90 refold inh	0	-1	-1	-1	3	4	-3	0
KLF5 inh	-17	-14	-16	-18	-27	7	7	-6
HIF activator	-1.1	-0.5	1.8	0.0	1.2	-0.2	-0.1	-1.3
Platelet DG rel	22	1	-1	1	-1	-1	-3	-5
HSF1 inhib	-2	-2	-4	-4	1	11	5	6
AI-2 QS modul	-14	15	-2	4	19	65	1	18

41. CCC(C(=O)OCC(=O)Nc1cccc(OC)c1)c1ccccc1 (stereo not given)
42. COc1ccc(C(=O)NCc2nnc(SCC(=O)c3ccccc3)o2)cc1
43. CSc1ccccc1NC(=O)CN1CCN(c2ccccn2)CC1
44. O=C(Nc1ccc(OC(=O)c2cccs2)cc1)c1ccco1
45. Cc1ccc(-n2cc(CCCCCCCCC(=O)O)nn2)cc1
46. CNC(=O)C1CC(=O)N(c2ccc(OCC(=O)NCc3ccccc3)cc2)C1 (stereo not given)
47. CC(=O)Nc1nc(-c2ccc3c(c2)CCN3S(C)(=O)=O)cs1
48. O=C(CN1C(=O)NC2(CCc3ccccc32)C1=O)c1ccc(F)cc1 (stereo not given)
screen / no.	41	42	43	44	45	46	47	48
SKKanGAS inh	0	-6	-9	9	3	-2	-1	6
aSyn UTR inh	-5	24	6	-21	10	-15	-207	1
IEC-6 tox	0	-1	-1	5	3	-2	11	·
HSF-1 act	-8	15	-19	12	-1	3	29	-24
HSP90 refold inh	-2	3	3	5	-6	-3	0	·
KLF5 inh	-23	7	-16	16	-11	13	-94	·
HIF activator	-0.2	0.3	0.2	0.9	0.0	-0.2	4.3	0.8
Platelet DG rel	1	-12	3	17	-2	2	4	-1
HSF1 inhib	-8	10	-3	0	1	0	2	1
AI-2 QS modul	6	38	-14	13	-7	26	18	16

49. Cc1noc(C)c1CSc1ccc2ccccc2n1
50. O=C(c1ccc(F)cc1)N1CCN(c2ccc([N+](=O)[O-])c(N3CCCCC3)c2)CC1
51. Cc1nn(C)c(C(=O)Nc2ccc(Cn3cccn3)cc2)c1[N+](=O)[O-]
52. CCOC(=O)CN/C=C(\C#N)c1ccccc1
53. COc1ccc(-n2c(O)c(C=Nc3ccccc3)c3ccccc3c2=O)cc1
54. CCN(CC)Cc1c(O)ccc2c(=O)c(Oc3ccccc3OC)c(C)oc12
55. O=c1[nH]c(-c2ccco2)nc2sc3c(c12)CCCC3
56. COc1cccc(COC(=O)Nc2ccccc2F)c1
57. Cc1ccc(-c2noc(-c3ccccc3C(=O)N3CCCC3)n2)cc1
screen / no.	49	50	51	52	53	54	55	56	57
SKKanGAS inh	-12	-3	3	-7	-2	-12	5	5	0
aSyn UTR inh	10	1	-2	-5	3	3	-125	-146	-29
IEC-6 tox	3	2	-4	-4	1	1	0	0	8
HSF-1 act	16	-6	4	10	0	-48	43	74*	-5
HSP90 refold inh	-1	-2	-8	5	-3	7	-6	6	-1
KLF5 inh	-11	20	-46	2	-30	-7	-119	-80	-18
HIF activator	-0.4	-0.4	-0.4	-0.3	-0.4	0.0	1.8	1.2	-21
Platelet DG rel	-17	1	-1	-8	2	-1	-7	26	1
HSF1 inhib	1	6	-4	3	5	-38	25	45	-11
AI-2 QS modul	6	26	17	17	16	5	7	-7	-2
